Screening data deposited in PubChem BioAssay by National Center for Advancing Translational Sciences (NCATS).
p53 reactivation – re-activators of mutant p53. 320,000 compounds, 0.063% hits. H1299 p53-A138V BP100-luciferase reporter, luminescence, 24 h. Potency, µM (series often up to 92.2 µM), for the others: top-dose activity change, positive = activation, actives largely listed as activators. AID 504706; note: potency is the fitted concentration of half-maximal effect; % of control where 0% means no effect; nearly all actives have a fitted effect of over 45% in size
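p53-null H1299 cells stably carrying temperature-sensitive p53-A138V and a BP100-luciferase reporter were pinned with compounds (4-point, 1:5 series) and held 24 hrs at 37 deg C. Luminescence was read 10 min after detection reagent.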
ELG1 genotox – induces genotoxicity in HEK293T cells with luciferase-tagged ELG1; HEK293T ELG1-luciferase reporter, luminescence, 16 h; Potency, µM (series often up to 46 µM), for inactives: at the top dose activity change, positive = activation, actives largely listed as activators; 330,000 compounds, 1.3% hits; note: potency is the fitted concentration of half-maximal effect; % of control where 0% means no effect; nearly all actives have a fitted effect of over 60% in size
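DMSO vehicle served as control against compound-treated ELG1-luciferase HEK293T cells; exposure lasted 16 hr at 37 °C and 5% CO2, followed by ONE-Glo luminescence detection after 30 min.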
PTAP TSG101 blk – blocks PTAP/TSG101 interaction to inhibit HIV-1 budding; AID 493005; 340,000 tested, under 10 active; Q99816; Fluorescence polarization, FITC-PTAP peptide / Tsg101 binding; Potency, µM (titrated, usually from 115 µM), for the others: top-dose activity change, negative = inhibition, usual class: inhibitors; active = well fitted inhibition curve with a large enough effect in the main read-out, with a control signal flat, not every such curve was filed as active; inconclusive = small, poorly fitted or top-dose-only effect, or effect the other way, or a change in a side signal; inactive = no such curve, though single readings can be large or run the other way; note: potency is the fitted concentration of half-maximal effect; % of control where 0% means no effect
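FP read-out: FITC-PTAP peptide, 50 nM final, binding Tsg101 binding domain, 10 uM final; 20 min, r.t.; 10 mM HEPES pH 7.5, 0.15 M NaCl, 0.01% Tween 20, 3 mM EDTA, 0.1 mM TCEP.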
ASM inhibitor – human S-ASM enzyme inhibition; P17405; placental ASM, HMU-PC fluorogenic substrate, 60 min; Potency, µM (top dose mostly 57.5 µM), inactives show at the highest dose activity change, negative = inhibition, hits mostly inhibitors; 340,000 compounds, 0.006% hits; note: potency is the fitted concentration of half-maximal effect
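HMU-PC0 cleavage (9 uM final) by human placental ASM, 60 min at 37 °C following 10 min compound exposure at RT; stopped at pH 10, fluorescence Ex 386/Em 447 nm.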
USP2a block – inhibitors of human ubiquitin-specific protease USP2a. O75604. USP2 core, Ub-CHOP2 coupled fluorogenic reporter, 485/531. Potency, µM (series often up to 38.3 µM), inactives show at the top dose activity change, negative = inhibition, hits mostly inhibitors. 330,000 compounds, 0.01% hits;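 note: potency is the fitted concentration of half-maximal effect; plate controls were DMSO wells for no effect and full inhibition by NEM control for full effect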
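USP2 core (10nM final) preincubated 30min RT with compound in 20mM Tris-HCl pH 8.0, 2mM CaCl2, 2mM beta-mercaptoethanol, 0.05% CHAPS; 25nM Ub-CHOP2 plus 25nM reporter substrate added, fluorescence (Ex485/Em531) read after 60min.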
uPA generation – blocks generation of uPA at the cell surface | cell surface uPA generation assay, qHTS | Potency, µM (series often up to 38.3 µM), inactives show top-dose activity change, negative = inhibition, actives largely listed as inhibitors | 330,000 compounds, 0.31% hits; active = well fitted inhibition curve with a large enough effect; inconclusive = small, poorly fitted or top-dose-only effect; inactive = no such curve, though single readings can be large or run the other way; tested in mouse RAW 264.7 cells; note: potency is the fitted concentration of half-maximal effect; % is set by controls: 0 for no effect and ±100 for the full control effect; nearly all actives have a fitted effect of over 55% in size
Integrin act MD – activators of alpha7 integrin expression for muscular dystrophy. alpha7betagal myoblasts, beta-gal FDG fluorescence, 48 h. Potency, µM (series often up to 38.3 µM), for the others: top-dose activation, usual class: activators. 350,000 compounds, 0.064% hits. AID 624291;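 note: potency is the fitted concentration of half-maximal effect; 100% = response of the positive control SU9516; nearly all actives have a fitted effect of over 60% in size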
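alpha7betagal+/- myoblasts (passage 13, 250/well) treated 48 h at 37C with compounds at 1:260 dilution of DMSO stock. Lysed, then beta-galactosidase activity read as FDG fluorescence (ex 480/em 540) after 30 min, with pre-read for autofluorescence.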
TRPV1 agonist – human TRPV1 agonism; 320,000 compounds, 0.19% hits; TRPV1-expressing cells, Fluo-8 calcium influx, agonist mode; Q8NER1; activation, % at 8.33 µM; AID 540275; in the data active = activation above about 80%; inconclusive = between about 30% and that limit; note: 0% is about no effect
Target sequence (Q8NER1 whole entry, looked up): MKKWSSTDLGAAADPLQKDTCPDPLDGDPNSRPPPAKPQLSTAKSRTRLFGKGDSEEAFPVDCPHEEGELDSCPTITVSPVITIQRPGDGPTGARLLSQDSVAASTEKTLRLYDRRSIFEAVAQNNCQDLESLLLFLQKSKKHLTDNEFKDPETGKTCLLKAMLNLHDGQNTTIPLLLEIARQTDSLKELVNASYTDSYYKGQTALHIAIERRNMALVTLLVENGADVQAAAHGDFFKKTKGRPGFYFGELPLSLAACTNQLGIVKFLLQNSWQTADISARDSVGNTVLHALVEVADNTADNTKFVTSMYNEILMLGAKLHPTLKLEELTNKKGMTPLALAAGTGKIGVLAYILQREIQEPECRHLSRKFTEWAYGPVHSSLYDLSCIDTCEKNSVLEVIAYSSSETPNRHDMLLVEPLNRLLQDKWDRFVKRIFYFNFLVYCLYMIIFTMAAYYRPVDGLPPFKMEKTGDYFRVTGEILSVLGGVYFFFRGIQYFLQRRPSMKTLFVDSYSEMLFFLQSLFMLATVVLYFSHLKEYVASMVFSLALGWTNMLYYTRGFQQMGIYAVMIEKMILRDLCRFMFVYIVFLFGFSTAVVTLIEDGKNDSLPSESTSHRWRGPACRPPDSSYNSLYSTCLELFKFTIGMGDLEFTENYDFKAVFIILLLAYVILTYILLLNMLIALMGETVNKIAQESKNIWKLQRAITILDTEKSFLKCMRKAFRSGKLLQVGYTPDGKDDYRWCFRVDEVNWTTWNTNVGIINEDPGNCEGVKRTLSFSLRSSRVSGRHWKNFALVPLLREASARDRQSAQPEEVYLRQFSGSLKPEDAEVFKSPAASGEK
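TRPV1-expressing cells were cultured overnight at 35.5C and loaded with Fluo-8 calcium dye for 40 to 90 min at room temperature. After a 10 s baseline, compound was added and calcium influx was read kinetically for 3 min (ex 480/em 520 nm).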
B2AR arrestin – recruits beta-arrestin to the human beta2-adrenergic receptor; 330,000 compounds, 0.02% hits; Potency, µM (titrated, usually from 46.1 µM), for inactives: at the highest dose activation, usual class: activators; P07550; beta-arrestin recruitment to beta2AR, cell-based reporter;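 note: potency is the fitted concentration of half-maximal effect; 0% = DMSO controls and full agonism = EC100 isoproterenol or metaproterenol; nearly all actives have a fitted effect of over 65% in size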
BRCA1 expr up – increases BRCA1 expression; MCF7-BRCA1-FFLuc reporter, luminescence, 48 h; response scale: scaled: vehicle 0%, 10 µM genistein 100%; Potency, µM (titrated, usually from 46.1 µM), without a hit: at the top dose activation, hits mostly activators; 380,000 compounds, 1.1% hits; note: potency is the fitted concentration of half-maximal effect; nearly all actives have a fitted effect of over 80% in size; some results filed as inactive show a strong effect at the top dose
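Cells: MCF7-BRCA1-FFLuc, 2000/well. Exposure: 48 h, 37 °C, 5% CO2. Read: luminescence, 15 min post-substrate. Controls: genistein 10 microM (maximal activation), DMSO (neutral).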
Eya2 inh – Eya2 (human) phosphatase inhibition. O00167. Potency, µM (highest dose often 76.9 µM), inactives show at the top dose activity, negative = inhibition, hits mostly inhibitors. 330,000 compounds, 0.006% hits. AID 488837. recombinant Eya2, OMFP fluorescence dephosphorylation (OMFP is methylfluorescein phosphate); note: potency is the fitted concentration of half-maximal effect; % is set by controls: 0 for no effect and ±100 for the full control effect
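Eya2 (0.2 uM) preincubated 10 min at ambient with compound, then OMFP substrate added at 50 uM; 10 min reaction in 50 mM HEPES pH 7.5, 50 mM NaCl, 5 uM MgCl2, 0.05% BSA, 1 mM DTT. Fluorescence read at Ex 485/Em 525 nm.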
The depositor's hits bear a star; ? = inconclusive; . = no result given; [ ] = remark or other dose. Unless noted, calls come from the whole dose curve; as a rule, active = well fitted curve in the direction sought with a large enough effect; inconclusive = small, poorly fitted or top-dose-only effect, or another doubt; inactive = no such curve, though single readings can be large; an effect the other way counts as inactive or inconclusive.

Results follow in this order: p53 reactivation	ELG1 genotox	PTAP TSG101 blk	ASM inhibitor	USP2a block	uPA generation	Integrin act MD	TRPV1 agonist	B2AR arrestin	BRCA1 expr up	Eya2 inh
COc1ccc(-c2csc(NC(=O)CSc3nc(C)cs3)n2)cc1
→ .	.	-0.2%	-6.7%	.	-1.7%	-7.8%	.	.	12.6µM*	.
CCOc1ccc(C(=O)NC2CCN(S(=O)(=O)c3ccccc3)CC2)cc1
→ 30.0%	-7.9%	-4.7%	1.3%	-0.1%	-5.8%	0.0%	3.7	0.0%	-18.2%	0.1%
Cc1ccccc1OCCNC(=O)c1ccc2ccccc2n1
→ ?	20.6µM*	-0.5%	-10.3%	3.2%	1.4%	21.4%	29.5	0.5%	?	-7.9%
Cc1ccc(C2C(=O)c3ccccc3C2=O)cc1
→ 7.0%	4.1%	0.9%	0.1%	-0.4%	6.0%	4.8%	0.6	0.4%	-27.7%	-11.3%
CC(=O)N1CCN(C(=O)CSc2nnc(C)n2-c2ccccc2)CC1
→ 5.0%	0.0%	-4.9%	1.4%	2.7%	12.5%	1.7%	2.0	-0.7%	3.5%	5.3%
CC(C)OC(=O)CCCNc1ccc([N+](=O)[O-])cc1[N+](=O)[O-]
→ -23.3%	1.6%	-0.9%	-7.2%	-1.5%	0.3%	2.9%	0.3	-0.7%	-4.7%	-11.9%
CN(C)CCNC(=S)Nc1ccccc1C(C)(C)C
→ -2.9%	0.2%	1.9%	-0.2%	1.1%	.	?	-2.3	-0.3%	-4.1%	8.6%
Cc1cc(NC(=O)c2noc3c2CCCCC3)nn1Cc1ccc(Cl)cc1
→ 1.8%	0.0%	-1.1%	-1.9%	-0.6%	.	11.8%	19.2	-1.0%	25.9%	8.6%
CCN(CC)S(=O)(=O)c1ccc(/C(O)=C2/C(=O)C(=O)N(CCOC)C2c2ccccc2)cc1 (stereo not given)
→ 23.7%	0.7%	2.1%	3.0%	-0.5%	-2.2%	-4.8%	-7.5	-0.3%	-4.8%	15.3%
COC(=O)CN1C(=S)N(c2ccc(F)cc2)C(=O)C1CC(=O)Nc1ccc(F)cc1 (stereo not given)
→ -4.7%	0.3%	1.3%	-2.2%	0.8%	0.0%	-23.4%	23.6	0.0%	-4.7%	0.2%
CCOC(=O)c1ccc2c(c1)nc(COc1ccc(OC)cc1)n2CC
→ 0.8%	-0.3%	2.8%	1.3%	-6.9%	.	-29.8%	-0.5	-0.5%	3.2%	-5.0%
O=S(=O)(c1cnc[nH]1)N1CCN(c2ccc(F)cc2)CC1
→ -1.3%	-0.5%	-3.1%	2.1%	-6.7%	4.1%	0.0%	.	-0.8%	-4.8%	-23.1%
Cc1oc(-c2cccc(Br)c2)[n+]([O-])c1C
→ -3.7%	6.5%	-0.3%	-4.3%	0.2%	2.6%	7.7%	-2.0	0.2%	1.2%	-3.9%
CCc1cccc(C)c1N(C(=O)Cn1c(COC)nc2ccccc21)C(C)COC (stereo not given)
→ -3.4%	1.4%	-2.2%	1.2%	1.6%	0.7%	-16.9%	?	0.2%	-15.0%	-21.3%
CC(=O)N1CCCc2cc(S(=O)(=O)N3CCCC(C(=O)Nc4ccc(C)cc4C)C3)ccc21 (stereo not given)
→ -0.9%	-2.3%	-4.5%	7.3%	0.4%	3.4%	-15.2%	2.0	0.3%	-1.5%	8.5%
Cc1ccccc1-c1nc(CN2CCC(C(=O)NCC3CCCO3)CC2)c(C)o1 (stereo not given)
→ -7.1%	3.1%	-11.1%	-1.4%	0.1%	-2.0%	1.7%	-2.3	-0.1%	2.0%	7.8%
CCOc1ccc(/C=C/C(=O)Nc2ccc(OC)cc2[N+](=O)[O-])cc1
→ 1.5%	1.2%	?	-10.1%	2.7%	7.4%	18.7%	13.4	-0.9%	4.8%	-5.9%
CC(Oc1ccccc1F)C(=O)NN (stereo not given)
→ -8.3%	-0.6%	-0.7%	4.1%	3.4%	-4.0%	-13.7%	3.7	-0.3%	-15.9%	5.3%
CCOc1ccc(-c2nc(CCl)cs2)cc1
→ 3.2%	?	-4.5%	-2.9%	-1.5%	?	21.8%	1.2	0.2%	?	8.2%
CCN(CC#CCC(O)(c1ccccc1)c1ccccc1)C(C)C
→ -2.3%	2.2%	-4.1%	5.0%	-0.6%	6.1%	-1.3%	7.0	0.7%	-13.9%	8.8%
C=CCn1c(SCC(=O)O)nnc1-c1cccs1
→ -5.3%	1.5%	-1.4%	-0.7%	2.0%	-2.0%	10.1%	-1.8	-0.3%	-6.6%[1.84 µM]	-10.8%
N#C/C(=C/c1cccc(C(F)(F)F)c1)c1nc(CCN2C(=O)c3ccccc3C2=O)cs1
→ 5.6%	0.0%	0.5%	77.3%[activator]	0.0%	.	6.1%	-1.8	-0.4%	-36.5%	-2.1%
Cc1ccc(Nc2ccc(C(=O)N3CCCC3)cn2)c(C)c1
→ 3.9%	-10.4%	0.6%	-0.9%	-0.3%	1.7%	-29.8%	-0.3	-0.3%	30.9%	-5.4%
O=C(Nc1ccc(F)cc1)/C(=C1/CCCCCN1)[N+](=O)[O-]
→ 6.9%	0.8%	1.5%	-2.0%	2.3%	2.4%	20.0%	0.7	0.0%	0.0%	-17.4%
COc1ccc(OC)c(/C=C/C(=O)OCC(=O)Nc2nnc(-c3ccccc3)o2)c1
→ 6.0%	0.9%	-1.6%	126.6%	-1.1%	-11.2%	?	0.5	-0.2%	-9.9%	-8.9%
CCCn1c(=O)c(C(=O)NCCCc2ccccc2)c(O)c2ccccc21
→ 2.8%	-7.7%	-9.7%	-0.7%	1.4%	9.6%	-1.8%	-0.1	-0.9%	-17.4%	7.5%
Cc1ccc(-n2nc(C)cc2NC(=O)c2ccc(C)s2)cc1
→ -4.0%	-7.0%	-12.5%	-1.4%	-3.3%	.	19.5%	3.2	0.0%	-12.9%	-1.1%
COC(=O)/C=c1/s/c(=C(\C#N)C(=O)NCc2ccco2)n(-c2ccc(C)cc2)c1=O
→ 7.6%	4.8%	9.0%	0.9%	-3.9%	7.1%	-47.3%[inhibitor]	2.7	-0.7%	-2.6%	-2.6%
CCN(C[C@H]1N[C@@](CC)(C(=O)OC)[C@H]2C(=O)N(Cc3ccccc3)C(=O)[C@@H]12)C(=O)NC(C)C
→ -3.3%	0.6%	-2.0%	0.6%	3.9%	2.4%	-9.5%	.	0.4%	-2.9%	2.5%
O=C1C2CCCN2C(c2ccccc2)N1c1nccs1 (stereo not given)
→ 5.4%	-0.2%	1.2%	0.6%	-9.8%	3.2%	15.3%	0.1	0.5%	1.4%	-7.7%
Cc1cccc(Cc2nnc(CCC(=O)N(CC3CC3)CC3CCCO3)o2)c1 (stereo not given)
→ 7.7%	?	-2.4%	6.8%	1.6%	-2.1%	-13.1%	0.4	-0.1%	?	-3.8%
CCOC(=O)CSc1nnc(-c2cccc(Br)c2)o1
→ -15.1%	-1.3%	-2.7%	1.3%	0.1%	3.4%	27.3%	29.9	-0.1%	-26.0%	2.4%
C=C(C)c1cccc(C(C)(C)NC(=O)NCC2CCCO2)c1 (stereo not given)
→ -4.0%	-5.7%	-2.9%	-0.1%	-2.2%	8.1%	-3.9%	2.1	4.3%	0.8%	2.8%
CCc1nnc(NC(=O)CSc2nccn2-c2cc(C)cc(C)c2)s1
→ 0.9%	3.1%	-12.5%	2.9%	-1.9%	?	10.0%	-0.6	0.4%	-43.6%	6.7%
COc1ccc(CCNc2oc(COc3ccccc3)nc2C#N)cc1
→ -1.0%	0.7%	-0.4%	-11.4%	-4.0%	3.4%	?	9.6	-0.6%	1.9%	17.4%
CC(NC(=O)C(Cc1ccccc1)NC(=O)c1ccccc1)C(=O)O (stereo not given)
→ -6.4%	0.1%	-4.4%	0.3%	-3.2%	.	21.8%	1.5	0.2%	-2.6%	-4.0%
C=C(C(=O)c1ccccc1)C(NC(C)(C)C)c1ccccc1 (stereo not given)
→ .	.	-0.6%	-1.4%	.	-8.9%	-49.9%[inhibitor]	.	.	-101.7%	.
O=C1CCC/C(=N\NC(=O)c2ccc(COc3cccc4cccnc34)cc2)C1
→ -0.3%	-0.8%	-7.0%	2.9%	3.7%	0.4%	-11.4%	-2.1	-0.6%	-10.0%	-15.1%
O=C(Nc1ccccc1N1CCCCC1)C1CCN(C(=O)c2ccc(Cl)cc2)CC1
→ 4.1%	-9.6%	-0.4%	-1.2%	-0.8%	2.3%	17.0%	23.1	0.2%	-47.6%	-9.5%
